NCI-60 one-dose screen, 48 h, at 10 µM unless noted. Numbers give growth in % (100 = growth as untreated, 0 = no growth, -100 = all killed).
NCI-H226: NCI-H226 lung cancer; 3.5% of 79,000 active
NCI-H23: NCI-H23 lung cancer. 4% of 80,000 active. AID 1794731
SN12C: SN12C renal cancer cells; 3.8% of 81,000 active
OVCAR-5: OVCAR-5 ovarian cancer. 2.9% of 82,000 active. AID 1794783
NCI/ADR-RES: NCI/ADR-RES ovarian cells; 4.4% of 81,000 active
IGROV1: IGROV1 ovarian cancer | 4.7% of 79,000 active
OVCAR-4: OVCAR-4 ovarian cancer cells. 3.7% of 80,000 active. AID 1794784
SK-OV-3: SK-OV-3 ovarian cancer cells; 3.2% of 80,000 active; AID 1794785
OVCAR-3: OVCAR-3 ovarian cancer; 7% of 79,000 active; AID 1794787
Starred values were filed as active, the others as inactive; · = no result given; & = joins results of further samples. Rule for the calls: active = growth percent below 10; inactive = the rest.

SMILES | NCI-H226 | NCI-H23 | SN12C | OVCAR-5 | NCI/ADR-RES | IGROV1 | OVCAR-4 | SK-OV-3 | OVCAR-3
Nc1n[nH]c2cccc(C#Cc3cccc(NC(=O)c4cc(Cl)cc(Cl)c4)c3)c12 | 64 | 95 | 98 | 107 | 107 | 85 | 98 | 126 | ·
CSC(=O)NCCOC(=O)SC | 101 | 109 | 95 | 93 | 103 | 86 | 109 | 102 | 99
O=C(Nc1cccc(-n2cnc3cc(-c4ccc(O)cc4)ccc32)c1)C1CC1 | 14 | 40 | 25 | 41 | 25 | 28 | 50 | 36 | -2.2*
O=C1/C(=C\c2ccc3nccnc3c2)SC(=S)N1CCc1ccc(O)cc1 | 96 | 98 | 87 | 102 | 101 | 94 | 88 | 113 | 101
Cc1nc2c3c(ncn2n1)Oc1c(c(=O)[nH]c2ccc(Br)cc12)C3c1ccc(Cl)cc1 (stereo not given) | 103 | 104 | 96 | 98 | 108 | 103 | 98 | 110 | 104
COc1ccc2cc(-c3ccc(C(=O)N/N=C/c4ccc(C#N)cc4)c(C)n3)ccc2c1 | 111 | 97 | 105 | 104 | 103 | 105 | 104 | 106 | 112
Cc1ncc(-c2ccsc2)c(NC2CCCCCC2)n1 | 88 | 93 | 92 | 104 | 84 | 88 | 90 | 87 | 95
CS(=O)c1nccc(-c2c(-c3ccc(F)c(OCc4ccc(F)cc4)c3)nc3sccn23)n1 (stereo not given) | 95 | 62 | 94 | 100 | 107 | 18 | 101 | 115 | ·
CCCc1cccc(CCC)c1NC(=O)Nc1cc(Cl)cc(Cl)c1 | 98 | 101 | 91 | 104 | 110 | 108 | 95 | 101 | 103
CCOC(=O)CC1C(CO)OC(n2cnc3c(N)ncnc32)C1O[Si](C)(C)C(C)(C)C (stereo not given) | 90 | 107 | 84 | 101 | 90 | 90 | 96 | 103 | 98
COc1ccc(C2=NN(/C=C3\SC(=O)NC3=Nc3ccc(OC(C)=O)cc3)C(c3ccc(F)cc3)C2)cc1 (stereo not given) | · | 99 | 102 | 97 | 103 | 100 | 104 | 101 | 108
CSc1nccc(-c2c(-c3ccc(NCCN4CCOCC4)cc3)nc3sccn23)n1 | 88 | 96 | 103 | 112 | 96 | 107 | 118 | 96 | 111
COc1cc(OC)cc(-c2n/c(=C\c3c(O)[nH]c4cc(Cl)ccc34)cc3c2=Nc2ccccc2-3)c1 | 92 | 104 | 107 | 113 | 98 | 100 | 93 | 105 | 107
CC1=C2[C@@H](CC1)[C@]1(C)O[C@@](C(C)C)(C[C@H]1OC(=O)[C@H](C)O)[C@H]2OC(=O)/C=C/c1ccccc1 | 84 | 91 | 46 | 98 | 4.3* | 97 | 82 | 83 | 91
Cc1nc2ccc(Br)cn2c1-c1nnc(SCc2ccc(C#N)cc2)o1 | 96 | 92 | 86 | 103 | 92 | 100 | 84 | · | 102
CCOC(=O)c1c(C)oc2ncnc(Nc3ccc(F)cc3)c12 | 100 | 92 | 93 | 91 | 101 | · | 99 | 104 | 104
COC(=O)c1ccoc1 | 103 | 106 | 100 | 115 | 113 | 114 | 98 | 100 | 107
O=C(CCl)N(c1ccccc1)c1ccccc1 | 102 | 98 | 100 | 117 | 108 | 115 | 111 | 114 | 109
Cn1c(N2CCCCC2)nc(-c2ccccc2)c(C#N)c1=O | 98 | 100 | 129 | 96 | 103 | 83 | 106 | 111 | 117
O=C(COc1ccc(/C=C2\Oc3ccc4ccccc4c3C2=O)cc1)c1ccc(Cl)cc1 | 106 | 98 | 99 | 113 | 107 | · | 95 | 104 | 127
Clc1ccc(Nc2ccnc(NCCNc3ccnc4cc(Cl)ccc34)n2)cc1 | 63 | 48 | 48 | 61 | 45 | -8.3* | 25 | 60 | 58
C#CCOc1cc(/C=N/Nc2nc(-c3ccc(C)cc3)cs2)ccc1O | 92 | 70 | 89 | 96 | 93 | 97 | 75 | 92 | 81
C=C1CN(c2ccc(N(C)C)cc2)C1=O | 109 | 102 | 102 | 99 | 105 | 111 | 113 | 94 | 115
O=C1CNC(c2ccc([N+](=O)[O-])cc2)N1O (stereo not given) | 94 | 105 | 100 | 101 | 106 | 97 | 115 | 90 | 106
Clc1ccc(-c2nnc(-c3nc4ccccc4nc3Cl)o2)c(Cl)c1 | 104 | 102 | 100 | 102 | 104 | 102 | 111 | 119 | 112
Next section.
SMILES | NCI-H226 | NCI-H23 | SN12C | OVCAR-5 | NCI/ADR-RES | IGROV1 | OVCAR-4 | SK-OV-3 | OVCAR-3
CCN(CC)CCOc1ccc(N)cc1 | 112 | · | 103 | 108 | 112 | 104 | 103 | 104 | 105
COc1ccc(-c2nc(-c3ccccc3C)c3c(-c4ccc(C(F)(F)F)cc4)c(-c4ccccc4)[nH]c3n2)cc1 | 92 | 92 | 97 | 104 | 100 | 107 | 105 | 104 | 105
N/C(=N\C(N)=N\c1nc2ccccc2s1)c1ccccn1 | 111 | 97 | 94 | 101 | 98 | 106 | 116 | 105 | 113
O=C(CSc1nnc(-c2cccs2)n1-c1ccccc1)Nc1ccc(Cl)cc1 | 99 | 99 | 101 | 99 | 100 | 93 | 100 | 93 | 104
CCCCC(CC)CN1C(=O)c2ccccc2C1=O (stereo not given) | 95&86 | 95&83 | 108&84 | 94&90 | 95&94 | 99&101 | 118&91 | 103&102 | 109&89
COc1cc(/C=C/c2cc(/C=C/c3ccc(O)c(OC)c3)n(C(=O)Nc3ccc(C)cc3C)n2)ccc1O | -3.7* | -26* | 0.5* | -4.2* | 7.6* | -1.8* | 7.9* | -64* | -37*
CCn1c(Cc2ccccc2Nc2c(Cl)cccc2Cl)nnc1SCC(=O)NN1C(=O)/C(=C/c2cc(OC)c(O)c(OC)c2)SC1=S | 41 | 48 | 55 | 56 | 89 | 43 | 74 | 23 | 7.4*
COc1ccc(/C=c2\c(=O)n(-c3ccccc3)c3nn4c(n23)=NNC(=S)N=C4c2ccccc2)cc1 | 92 | 103 | 97 | 117 | 111 | 90 | 97 | · | 105
COc1ccc(NC(=O)c2ccc(Nc3ncnc4c3cnn4-c3cccc(Br)c3)cc2)cc1 | 99 | 100 | 97 | 103 | 104 | 94 | 112 | 103 | 108
Cc1cccc(NC(=O)Nc2ccc(Oc3ncnc4[nH]c(C)c(C)c34)cc2)c1 | 92 | 84 | 81 | 113 | 92 | 70 | 108 | 101 | 93
COc1ccc(/C=C/C(=O)/C=C/c2cc3ccc(Cl)cc3[nH]c2=O)cc1 | 81 | 81 | 86 | 108 | 103 | · | 93 | 91 | 75
O=C1C(=O)N(CN2CCN(c3cc(=O)n(-c4ccccc4)c4ccccc34)CC2)c2ccccc21 | 87 | 98 | 82 | 95 | 106 | 81 | 80 | 119 | 105
CC(C)=C[C@@H]1C[C@H](O)Cc2ccccc2N1 | 107 | 103 | 102 | 95 | 103 | 110 | 114 | 100 | 118
Cn1cc(-c2noc(C(=O)c3cn(C)c4ncc(Br)cc34)n2)c2ccccc21 | 99 | 98 | 95 | 90 | 106 | 88 | 100 | · | 106
COc1c2ccoc2c(/C=C/C=O)c2oc(-c3ccc(Cl)cc3)cc(=O)c12 | · | 90 | 97 | 105 | 97 | 83 | 82 | 81 | 94
Cc1nn(-c2ccccc2)c2nc(CNc3ccc(NCc4c(-c5ccccc5)no[n+]4[O-])cc3)[nH]c(=O)c12 | 101 | 87 | 89 | 117 | 85 | 88 | 95 | 125 | 102
NC(=O)c1ccc(N=Nc2c(O)c3ccccc3[nH]c2=O)cc1 | 101 | 85 | 88 | 89 | 96 | 91 | 108 | 99 | 106
C=C(C)[C@@H]1CCC2=C[C@@H](OC2=O)[C@]2(C)C[C@H]2C2=CC(C(=O)OC)=C(C1)O2 | 102 | 99 | 92 | 85 | 99 | 76 | 100 | 99 | 96
COc1ccc(C(=O)c2c(N)c(C#N)cn2-c2ccc(Cl)cc2Cl)cc1 | 97 | 93 | 100 | 94 | 87 | 101 | 103 | 117 | 106
COc1ccc2[nH]c(O)c(N=NC(=O)COc3ccc(NC(=O)Nc4ccccc4)cc3)c2c1 | 27 | 20 | 25 | 72 | 110 | 61 | 20 | 42 | 66
COc1ccc(/C=N/NC(=O)COc2ccc3c(C)c(Cc4ccccc4)c(=O)oc3c2C)cc1 | 85 | 88 | 92 | 104 | 94 | 93 | 85 | 100 | 90
CC(=O)Oc1ccc(C(C)=O)cc1 | 92 | 100 | 95 | 109 | 109 | 104 | 106 | 92 | 118
O=C(Nc1ccc(Nc2ncnc3sc4c(c23)CCCC4)cc1)Nc1cccc(C(F)(F)F)c1 | 87 | 94 | 95 | 109 | 97 | 98 | 116 | 111 | 106
Nc1nc(N)c2c(n1)NC(c1ccc3c(c1)OCO3)CC(c1cccc(Nc3ccncc3)c1)=N2 (stereo not given) | 85 | 90 | 95 | 114 | 107 | 80 | 99 | 91 | 91
COC(=O)/C=C/Nc1ccccc1 | 110 | 108 | 94 | 87 | 101 | 106 | · | 107 | 105

Reprinted from the results shown (5 entries):
SMILES | NCI-H226 | NCI-H23 | SN12C | OVCAR-5 | NCI/ADR-RES | IGROV1 | OVCAR-4 | SK-OV-3 | OVCAR-3
C=C(C)[C@@H]1CCC2=C[C@@H](OC2=O)[C@]2(C)C[C@H]2C2=CC(C(=O)OC)=C(C1)O2 | 102 | 99 | 92 | 85 | 99 | 76 | 100 | 99 | 96
COc1ccc(C(=O)c2c(N)c(C#N)cn2-c2ccc(Cl)cc2Cl)cc1 | 97 | 93 | 100 | 94 | 87 | 101 | 103 | 117 | 106
COc1ccc2[nH]c(O)c(N=NC(=O)COc3ccc(NC(=O)Nc4ccccc4)cc3)c2c1 | 27 | 20 | 25 | 72 | 110 | 61 | 20 | 42 | 66
COc1ccc(/C=N/NC(=O)COc2ccc3c(C)c(Cc4ccccc4)c(=O)oc3c2C)cc1 | 85 | 88 | 92 | 104 | 94 | 93 | 85 | 100 | 90
CC(=O)Oc1ccc(C(C)=O)cc1 | 92 | 100 | 95 | 109 | 109 | 104 | 106 | 92 | 118

The main list resumes, repeating the two entries before the break.
SMILES | NCI-H226 | NCI-H23 | SN12C | OVCAR-5 | NCI/ADR-RES | IGROV1 | OVCAR-4 | SK-OV-3 | OVCAR-3
Nc1nc(N)c2c(n1)NC(c1ccc3c(c1)OCO3)CC(c1cccc(Nc3ccncc3)c1)=N2 (stereo not given) | 85 | 90 | 95 | 114 | 107 | 80 | 99 | 91 | 91
COC(=O)/C=C/Nc1ccccc1 | 110 | 108 | 94 | 87 | 101 | 106 | · | 107 | 105
O=c1cc(O)n2ncnc2[nH]1 | 91 | 103 | 103 | 104 | 103 | 112 | · | · | 117
COc1ccc(C2CC(c3cnccn3)=NN2C(N)=S)cc1OC (stereo not given) | 96 | 95 | 99 | 109 | 100 | 102 | 107 | 105 | 101
CCNc1nc(C(F)(F)F)nc2c1sc(=S)n2-c1ccccc1 | 89 | 93 | 100 | 112 | 93 | 102 | 98 | 102 | 107
COc1cc(-c2nnc(-c3cc4cc(OCc5ccccc5)ccc4nc3OC)o2)cc(OC)c1OC | 80 | 88 | 81 | 79 | 86 | 97 | 62 | 82 | 79
O=c1ccc2ccc(OCc3cn(CC(O)CO)nn3)cc2o1 (stereo not given) | 109 | 105 | 104 | 109 | 110 | 98 | 113 | 93 | 111
O=C(O)C(CCS)(c1ccccc1)c1ccccc1 | 100 | 93 | 98 | 98 | 95 | 125 | · | · | 111
CCOC(=O)C(CO)C1CCCC1 (stereo not given) | 95 | 102 | 102 | 94 | 96 | 100 | 118 | 105 | 103
C[C@@]1(CO)[C@H](O)CC[C@@]2(C)[C@H]1CC[C@H]1C[C@@H]3C[C@@]12CC[C@@]3(O)COC(=O)CN | 62 | 22 | 62 | 25 | 11 | 34 | 88 | 75 | 71

Screening results as filed in PubChem.

This is a random part of the collection (roughly 9.4% active in at least one column).
